Bioassay records (PubChem BioAssay)
V1R ag counter: V1a receptor agonism, counter-screen for OXTR agonists. CHO-V1R cells, Fluo-8 calcium fluorescence, agonist mode; 0% DMSO, 100% 3 nM vasopressin. activation, % at 3 µM. 320,000 tested, 0.25% active. P37288;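 active means activation above the mean activation of all tested compounds plus 3 SD, per screening run, cut at about 20% in these data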;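 further: signal is peak over basal fluorescence ratio across a 100 second FLIPR read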
Target sequence (P37288 whole entry, looked up): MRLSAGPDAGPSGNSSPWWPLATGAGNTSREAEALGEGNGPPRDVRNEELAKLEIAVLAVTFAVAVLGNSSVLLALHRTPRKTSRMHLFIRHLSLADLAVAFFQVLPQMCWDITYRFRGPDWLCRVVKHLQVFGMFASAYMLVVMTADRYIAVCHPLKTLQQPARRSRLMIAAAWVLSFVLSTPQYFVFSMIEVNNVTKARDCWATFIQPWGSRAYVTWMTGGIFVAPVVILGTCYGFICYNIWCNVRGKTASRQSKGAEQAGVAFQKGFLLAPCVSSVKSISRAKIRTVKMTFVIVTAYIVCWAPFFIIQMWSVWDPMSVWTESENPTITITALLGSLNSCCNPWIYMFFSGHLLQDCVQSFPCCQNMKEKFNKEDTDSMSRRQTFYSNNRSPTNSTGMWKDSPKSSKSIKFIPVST
OXTR agonist: agonists of human oxytocin receptor; P30559; CHO-OTR cells, Fluo-8 calcium fluorescence; normalized: DMSO 0%, oxytocin 100%; activation, % at 3 µM; 320,000 tested, 0.32% active; AID 2435;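 active means activation above the mean of all tested compounds plus 3 SD, cutoff set per screening run, cut at about 20% in these data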;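 further: peak over basal fluorescence ratio from a 100 s FLIPR kinetic read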
M1 antag: human CHRM1 antagonism; CHO-K1 hM1, Fluo-8 calcium fluorescence, ACh EC80 antagonist; inhibition, % at 3 µM; 360,000 tested, 1.3% active; AID 588852;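 active means percent inhibition above its own plate's cutoff, namely the mean of that plate's compound wells plus 3 SD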;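 further: peak over basal fluorescence ratio during 140 s after agonist addition; 0% = ACh EC80 plus DMSO and 100% = DMSO alone without agonist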
Target sequence (P11229 whole entry, looked up): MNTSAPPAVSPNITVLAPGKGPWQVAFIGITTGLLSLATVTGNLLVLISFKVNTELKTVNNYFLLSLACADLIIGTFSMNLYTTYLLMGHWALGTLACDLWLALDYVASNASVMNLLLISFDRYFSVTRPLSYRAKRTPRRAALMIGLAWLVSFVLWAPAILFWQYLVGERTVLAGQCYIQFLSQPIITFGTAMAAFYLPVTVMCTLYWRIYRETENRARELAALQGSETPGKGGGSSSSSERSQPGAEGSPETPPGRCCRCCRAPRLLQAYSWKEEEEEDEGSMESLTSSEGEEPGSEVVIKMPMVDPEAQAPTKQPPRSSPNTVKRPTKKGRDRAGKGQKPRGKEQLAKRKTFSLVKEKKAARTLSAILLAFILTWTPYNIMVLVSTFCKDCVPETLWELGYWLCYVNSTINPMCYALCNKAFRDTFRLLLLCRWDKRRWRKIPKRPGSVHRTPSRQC
M1 PAM: positive allosteric modulators of human M1 muscarinic receptor; P11229; CHO-K1 hM1, Fluo-8 calcium fluorescence, ACh EC20; 0% = ACh EC20, 100% = maximal ACh; activation, % at 3 µM; 360,000 tested, 0.088% active; AID 588819; in the data active means activation above about 19%, passing the limit was not always enough
CHO parental Ca: signal in parental CHO cells, OX1R antagonist counter-screen | parental CHO-K1, ATP-induced calcium, Fluo-8 fluorescence | inhibition, % at 5.6 µM | 330,000 tested, 0.63% active | AID 463079;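 active means inhibition above that plate's mean sample inhibition plus 3 SD, cut at about 26% in these data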;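 further: 0% = ATP-challenged DMSO wells and 100% = DMSO wells without ATP; some compounds past the cut are filed as inactive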
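material = parental CHO cells | also added = ATP as calcium-mobilizing challenge | dosing = single point at 5.6 µM | detection = intracellular calcium via Fluo-8 no-wash fluorescent dye | read-out = % inhibition | benchmarks = low control ATP plus DMSO, high control DMSO only | repeats = one well per compound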
TAAR1 antagonist: human TAAR1 antagonism | CHO RD-HGA16 TAAR1, Fluo-8 calcium fluorescence, antagonist | inhibition, % at 3 µM | 360,000 tested, 1.5% active | AID 624466;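 active means inhibition above a per-plate cutoff, the mean inhibition of test compounds on that plate plus 3 SD, cut at about 49% in these data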;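 further: 0% = DMSO plus EC80 beta-PEA response and 100% = DMSO alone without agonist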
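System: RD-HGA16 CHO cells with stable hTAAR1 and Gα16 | Probe or stimulus: EC80 β-phenethylamine stimulus | Dosing: 3 µM, single point | Times: Dye loading 75 min at 37 °C, then 30 min room temperature | Measured by: Fluo-8 calcium-sensitive fluorescence | Read-out basis: % inhibition of agonist calcium response | Replicates: n of 1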
TAAR1 ag: human TAAR1 agonism | Q96RJ0 | CHO RD-HGA16 TAAR1, Fluo-8 calcium fluorescence; vehicle wells 0%, saturating PEA agonist 100% | activation, % at 3 µM | 360,000 tested, 0.99% active | AID 624467;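 active means activation above the mean activation of all test compounds in the run plus 3 SD, cut at about 38% in these data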
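Test system: RD-HGA16 (CHO) cells co-expressing Gα16 and hTAAR1; dosing: one-point dosing at 3 µM (nominal); timing: 17-24 h seeding, 75 min 37 °C dye, 30 min RT; signal: kinetic Fluo-8 calcium fluorescence; read-out basis: % activation relative to PEA EC100 response; controls: DMSO and PEA EC100; replicates: n 1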
CHRM1 agonist: human M1 muscarinic receptor agonism. P11229. CHO-K1 hM1, Fluo-8 calcium fluorescence, agonist mode; 0% DMSO, 100% acetylcholine EC100. activation, % at 3 µM. 360,000 tested, 0.33% active;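 active means activation above the run's mean compound activation plus 3 SD, cut at about 16% in these data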;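 further: peak over basal fluorescence ratio within a 140 s kinetic read after compound addition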
OXTR potentiator: potentiators of human oxytocin receptor. P30559. CHO-OTR cells, Fluo-8 calcium fluorescence, potentiator mode; 0% = oxytocin EC15, 100% = EC100. activation, % at 3 µM. 320,000 tested, 0.061% active;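 active means activation above that plate's cutoff, the mean activation of tested compounds plus 3 SD, cut at about 6.6% in these data, passing the limit was not always enough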;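 further: 100% uses oxytocin at 75 nM as the full agonist control; some results filed as inactive read as strong as hits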
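System: human OTR in CHO cells / Also added: sub-maximal oxytocin, roughly EC15 / Control set: EC15 oxytocin low, 75 nM oxytocin high / Schedule: 6 min compound pre-incubation at room temperature, 100 s kinetic read / Compound: single-point 3.0 µM / Replication: singlicate / Technique: Fluo-8 calcium dye fluorescence / Read-out basis: % activation of max/min ratio relative to oxytocin controls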
Starred values were filed as active, the others as inactive; x = not tested or not shown; & = joins results of further samples. This is a subset, so the mix of outcomes need not match the whole.

cpd	SMILES	V1R ag counter	OXTR agonist	M1 antag	M1 PAM	CHO parental Ca
1	CC(C)(C)NC(=S)N1CCn2cccc2C1c1cccnc1 (stereo not given)	0.3	0.5	-8	3	-14
2	COC(=O)C1=C(c2ccc(C(C)=O)cc2)C[C@@H]2CC[C@H]1N2C(=O)NCCOc1ccccc1Cl	0.8	0.1	-7	5	-20
3	C=CCN(CC=C)C(=O)Nc1ccc(OCC)cc1	-0.2	-0.2	-5	15	-8
4	CCCCCCn1c(O)c(C=NC2CCCCC2N)c(=O)[nH]c1=O (stereo not given)	-0.2	1.8	x	x	-17
5	NP(=O)(OCC(F)(F)F)Oc1ccc(Cl)cc1 (stereo not given)	1.5	-0.8	11	-2	-4
6	Cc1ccc2c(c1)CC1(CN2C)C(=O)NC(=O)N(c2cccc(C)c2C)C1=O (stereo not given)	2.0	1.4	-6	8	-15
7	O=c1[nH]c(=O)n(CC2CCCO2)c(O)c1/C=C1\C=Nc2ccccc21 (stereo not given)	0.4&0.6	1.6&-0.5	11&0	-5&-5	-9&-3
8	CCOC(=O)N(C)c1ccc(C(O)(C(=O)OCC)C(F)(F)F)cc1 (stereo not given)	0.8	2.2	-3	7	-8
9	Cc1nc2ccccc2c(=O)n1-c1cccc(C(F)(F)F)c1	-0.6	-2.0	6	-2	-8
10	COC(=O)C1=C(c2ccc(F)cc2F)C[C@@H]2CC[C@H]1N2C	-0.3	0.5	84*	-33	-4
11	CCN(CC)C(=O)c1ccc(NC(=O)CSc2nnnn2-c2cc(OC)ccc2OC)cc1	3.9	4.7	-4	-2	-15
12	O=c1[nH]c(=S)n(Cc2ccc(F)cc2)c(O)c1C=NCCCn1ccnc1	0.2	0.4	-18	9	-10

cpd	TAAR1 antagonist	TAAR1 ag	CHRM1 agonist	OXTR potentiator
1	-4	4	-5	2
2	-4	7	-10	-2
3	2	-1	-6	-8
4	x	x	x	3
5	10	3	2	-4
6	-8	4	-1	0
7	14&1	4&3	0&-3	-7&-4
8	16	11	-5	-1
9	-12	5	-5	1
10	11	10	-9	-5
11	4	0	-3	-10
12	-19	3	-7	0

The list continues.
cpd	SMILES	V1R ag counter	OXTR agonist	M1 antag	M1 PAM	CHO parental Ca
13	Cc1cccc(C)c1-n1nnnc1C(CCc1ccccc1)N1CCC2(CC1)C(=O)NCN2c1ccccc1 (stereo not given)	x	x	-20	0	x
14	CN(C)P(=NC(=S)c1cccn1C)(N(C)C)N(C)C	-0.3	0.2	33*	-24	-7
15	C=CCOC(=O)C1C(C(=O)O)C2(Cl)C(Cl)=C(Cl)C1(Cl)C2(Cl)Cl (stereo not given)	x	x	-11	8	x
16	COc1ccc(-n2nnnc2C(c2cccc(OC)c2OC)N2CCC(n3c(=O)[nH]c4ccccc43)CC2)cc1 (stereo not given)	x	x	-6	8	x
17	COC(=O)C1=C(c2ccc(F)cc2OCc2ccccc2)C[C@@H]2CC[C@H]1N2C(=O)NCC1CC1	-0.9	0.3	-13	7	-27
18	O=C(c1cccc([N+](=O)[O-])c1)C12CN3CN(CN(C3)C1)C2	0.0	1.6	13	-2	6
19	COc1ccc(C(=O)CC2C(=O)N(C)C(=O)N(C)C2=O)cc1	-0.4	0.0	-17	5	0
20	O=c1c2ccccc2nc(-c2ccco2)n1-c1ccccc1	0.0	-0.3	-8	5	-15
21	NC(=O)CN1CC(c2ccccc2)CC1=O (stereo not given)	0.5	-0.1	-12	15	-7
22	COc1ccc(CN2Cc3cc(N4CCCCC4)ccc3-n3nncc3C2)cc1	x	x	-3	1	x
23	O=c1[nH]c(=O)n(CCc2ccc(F)cc2)c(O)c1C=NCCCN1CCOCC1	-0.6	-1.5	-10	13	-11
24	Cc1ccsc1CNCCc1ccccc1F	0.7	1.4	-8	9	-15

cpd	TAAR1 antagonist	TAAR1 ag	CHRM1 agonist	OXTR potentiator
13	-18	1	-1	x
14	-8	3	-11	-10
15	3	1	-4	x
16	56*	13	23*	x
17	6	17	-5	4
18	15	3	-4	2
19	-17	2	-1	-9
20	-14	5	-3	0
21	-2	1	-2	1
22	-25	7	-9	x
23	-5	-1	-5	-13
24	-14	11	-8	0

Going on with the list:
cpd	SMILES	V1R ag counter	OXTR agonist	M1 antag	M1 PAM	CHO parental Ca
25	CCOC(=O)[C@]12Cc3ccsc3[C@H]1N(Cc1ccccc1)C(=O)c1ccccc12	x	x	10	-17	x
26	Fc1ccc(C(OCCN2CCCC2)c2ccc(F)cc2)cc1	1.4	-0.6	79*	-23	-18
27	CCCCOCCCn1c(N)c(C(=O)OC(C)COC)c2nc3ccccc3nc21 (stereo not given)	-0.1	-2.1	-22	-1	-21
28	O=C(N/N=C/c1c(O)n(CCC2=CCCCC2)c(=O)[nH]c1=O)c1ccccc1	-1.2	-3.0	3	-4	-9
29	CNCCc1ccccc1	1.0	1.4	x	x	-1
30	COc1ccc2c(c1OC)CN1CCc3cc4c(cc3C1C2)OCO4 (stereo not given)	2.6	3.3	-2	10	-8
31	Cc1ccc(S(=O)(=O)Nc2cc(C(=O)N3CCC4(CC3)OCCO4)ccc2N2CCCCC2)cc1	-1.4	-2.9	-13	11	-26
32	CC12CN3CCN(CC(C3)/C1=N/NC(N)=O)C2	0.6	-0.2	3	5	-8
33	C=CCn1c(O)c(C(C)=NCCc2c[nH]c3ccccc23)c(=O)[nH]c1=O	5.9	3.0	19	-16	-8
34	COc1cc(OC)c(OC)cc1CN1CCN(C(=O)Cc2ccccc2)CC1	0.3	0.3	-14	7	-9
35	Cc1ccc(CN2CCN(CC(=O)N3CCC4(CC3)OCCO4)C2=O)cc1	-0.9	-1.8	-13	7	-20
36	CCCC1(CCO)C(=O)NC(=S)NC1=O	x	x	-16	10	x

cpd	TAAR1 antagonist	TAAR1 ag	CHRM1 agonist	OXTR potentiator
25	33	18	-12	x
26	3	12	-9	-8
27	7	9	-5	1
28	0	6	1	-6
29	x	x	x	-1
30	-2	5	-8	-11
31	-2	2	-5	-19
32	6	0	-1	-6
33	-14	7	-3	-8
34	0	1	-7	-2
35	10	9	-4	-15
36	-27	6	0	x

One compound at a time, as listed above. Order of values: V1R ag counter, OXTR agonist, M1 antag, M1 PAM, CHO parental Ca, TAAR1 antagonist, TAAR1 ag, CHRM1 agonist, OXTR potentiator
Cc1ccc(S(=O)(=O)Nc2cc(C(=O)N3CCC4(CC3)OCCO4)ccc2N2CCCCC2)cc1 is listed with -1.4, -2.9, -13, 11, -26, -2, 2, -5, -19
CC12CN3CCN(CC(C3)/C1=N/NC(N)=O)C2 is listed with 0.6, -0.2, 3, 5, -8, 6, 0, -1, -6

Continuation.
cpd	SMILES	V1R ag counter	OXTR agonist	M1 antag	M1 PAM	CHO parental Ca
37	NC(=O)Cn1cc(C(=O)c2ccccc2)c2ccccc21	-0.4	-0.2	-16	16	-3
38	CC(=NCCN1CCCCC1)c1c(O)n(-c2ccc(Cl)cc2)c(=O)[nH]c1=O	0.9	0.2	-19	7	-10
39	CCc1ccccc1N1C(=O)CC(=O)NC1=O	1.2	0.2	-16	14	-12
40	COC(=O)C1=C(c2ccc(OC)c(OC)c2)C[C@@H]2CC[C@H]1N2C(=O)NCCNC(C)=O	0.4	0.6	-8	9	5
41	CC1CC2(O)c3no[n+]([O-])c3CCC2N1O (stereo not given)	0.3	1.2	-4	2	5
42	C#CC(CC)(CC)NC(=O)Nc1ccc(OCC)cc1	0.5	-1.2	-5	8	-25
43	CC(C)c1ccc(N2C(=O)NC(=O)/C(=C\C=C\c3ccco3)C2=O)cc1	7.6	5.6	x	x	8
44	COc1ccc(Cn2c(O)c(/C=N/NC(=O)c3ccccc3O)c(=O)[nH]c2=O)cc1	0.0	-1.0	-9	8	-23
45	CC(=O)O[C@H]1C[C@@H]2OC3C=C(C)CCC3(C)[C@@]1(C)[C@@]21CO1 (stereo not given in full)	x	x	-17	13	x
46	CCN(CC)C(=O)c1ccc(NC(=O)c2cccc(F)c2)cc1	0.2	0.9	-10	11	1
47	COC12c3ccccc3-c3ccccc3C1C(C(=O)O)C2C(=O)O (stereo not given)	x	x	-17	13	x
48	Cc1nn(Cc2ccccc2)c(Cl)c1C(=O)O	0.9	0.4	-8	9	1
49	CN1CCN(Cc2cc3c(cc2[N+](=O)[O-])OCO3)CC1	-0.2	0.1	-8	6	-6
50	C[C@]12CC[C@H](O)CC1=CCC1C2CC[C@@]2(C)C1C[C@@H]1CC(=O)O[C@@H]12 (stereo not given in full)	7.0	5.5	4	-2	-3

cpd	TAAR1 antagonist	TAAR1 ag	CHRM1 agonist	OXTR potentiator
37	0	-1	1	1
38	1	9	-11	-2
39	4	1	-3	2
40	14	9	-9	-4
41	-3	4	-5	-7
42	20	1	-9	-7
43	43	31	x	-8
44	-6	4	-4	-4
45	-18	6	1	x
46	-9	14	-6	-2
47	-7	0	-5	x
48	2	1	-3	0
49	-2	1	-10	3
50	8	4	0	-8

Quoted from the listing.
For TAAR1 ag, #44 shows 4
For M1 PAM, #49 shows 6
For M1 antag, #46 shows -10
